Assay outcomes (PubChem)
A350 autofl = compound fluoresces in the Alexa 350 spectral region. Compound autofluorescence, 340/450 nm, Alexa 350 dye-equivalents; active compounds read high. max dye-equivalent concentration, M. 59,000 tested, 11% active. AID 590; in the data active = max dye-equivalent concentration above about 10 nM; inconclusive = mostly about 1.1 nM to 9.6 nM
BRCT PPI green = BRCA1 BRCT-phosphoprotein interaction inhibition; AID 875; P38398; 75,000 tested, 0.05% active; BRCA1 BRCT-phosphopeptide binding, green fluorescence polarization; Potency, µM (doses to about 76.9 µM), for the others: top-dose activity change, negative = inhibition, usual class: inhibitors;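 also: potency is read from the fitted curve at half-maximal effect; plate controls were peptide without protein for full effect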
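Compounds were incubated for 12 min at room temperature with a complex of 100 nM fluorescein-tagged pBACH1 decapeptide and 250 nM His-tagged BRCT protein. Buffer was phosphate pH 7.3 with EDTA, DTT and Tween 20. Disruption of binding lowers the polarization signal.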
Caspase-1 inhib = caspase-1 (human) inhibition, allosteric or competitive. P29466. Potency, µM (series often up to 57.5 µM), without a hit: top-dose activity change, negative = inhibition, actives largely listed as inhibitors. AID 900. Caspase-1 enzyme, Ac-WEHD-AFC fluorogenic rate. 75,000 tested, 0.03% active;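 also: potency is read from the fitted curve at half-maximal effect; plate controls were vehicle for no effect and no substrate for full effect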
BRCT PPI red = disrupts BRCA1 BRCT binding to phosphoprotein, red fluorophore readout; P38398; BRCT-phosphopeptide binding, red fluorescence polarization; Potency, µM (highest dose often 76.9 µM), for inactives: top-dose activity change, negative = inhibition, hits mostly inhibitors; 75,000 tested, 0.03% active; AID 892; also: % is scaled to controls: 0 for no effect and ±100 for the full control effect
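Fluorescence polarization: 100 nM His-tagged BRCA1 BRCT with 100 nM TAMRA-labelled phospho-BACH1 decapeptide, phosphate buffer pH 7.3 with 150 mM NaCl, DTT, 0.01% Tween 20; 12 min RT. Binding inhibition seen as FP decrease.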
GFP derepression = derepresses silenced GFP locus in mouse C127i cells | mouse C127i GFP locus derepression, cytometry, 30 h | 68,000 tested, 0.09% active | Potency, µM (highest dose often 46.1 µM), for inactives: top-dose GFP derepression (activation) | AID 597; also: % of control where 0% means no effect
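Murine C127i mammary cells carrying a silenced, stably integrated CMV-driven GFP reporter were treated with compound for 30 hours at 37 C. After PBS washes, GFP-positive cells were counted by laser-scanning microplate cytometry.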
Casp7 inh = allosteric or competitive inhibitors of human caspase-7; AID 889; Potency, µM (highest dose often 57.5 µM), for inactives: at the top dose activity change, negative = inhibition, hits mostly inhibitors; P55210; 75,000 tested, 0.02% active; recombinant caspase-7, Ac-DEVD-AFC fluorescence rate; active = well fitted inhibition curve with a large enough effect in the main read-out, with a control signal flat, not every such curve was filed as active; inconclusive = small, poorly fitted or top-dose-only effect, or a change in a side signal; also: potency is read from the fitted curve at half-maximal effect; % of control where 0% means no effect
Fluorescein fluor = compound fluoresces in the fluorescein spectral region; Compound autofluorescence, 480/540 nm, fluorescein-equivalent; active compounds read high; max fluorescein-equivalent concentration, M; 59,000 tested, 0.91% active; AID 593; in the data active = max fluorescein-equivalent concentration above about 10 nM; inconclusive = between about 1.1 nM and that limit
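Each compound is tested across a concentration series in 100 mM Tris buffer at pH 8.0. After 15 min at room temperature, plates are imaged with 480 nm excitation and 540 nm emission filters, and intensities are converted to fluorescein-equivalent values.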
HEK293 cAMP cs = parental HEK293 cAMP activation (counter-screen); parental HEK293 CNG cAMP sensor, membrane potential fluorescence; Potency, µM (series often up to 57.1 µM), for inactives: top-dose activation, actives largely listed as activators; 73,000 tested, 2.5% active; AID 938; also: potency is read from the fitted curve at half-maximal effect; % of control where 0% means no effect; nearly all actives have a fitted effect of over 55% in size
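Parental HEK 293 cells stably expressing a modified CNG channel (no TSHR) report cAMP rise as membrane depolarization. Membrane potential dye with 100 uM RO 20-1724 was loaded for 60 min at room temperature, then compound added for 30 min; fluorescence read at 590 nm.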
USP2a inhib = inhibitors of human ubiquitin-specific protease USP2a; USP2a enzymatic assay, qHTS inhibition; Potency, µM (top dose mostly 38.3 µM), inactives show top-dose activity change, negative = inhibition, usual class: inhibitors; 60,000 tested, 0.1% active;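 also: potency is read from the fitted curve at half-maximal effect; nearly all actives have a fitted effect of over 60% in size; plate controls were DMSO for no effect and NEM full inhibition control for full effect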
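Inhibition is measured in a cell-free coupled assay with 20 nM USP2 core, 20 nM Ub-PLA2 and 20 uM NBD C6-HPC, 2.5 h incubation. Activity normalized to NEM control.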
UbGFP stabilizer = proteasome inhibitors stabilizing ubiquitin-GFP reporter; Ubiquitin-GFP reporter cells, proteasome inhibition, GFP fluorescence; response scale: untreated = 0%, 10 µM MG-132 = 100%; 67,000 tested, under 10 active; AID 526; Potency, µM (highest dose often 45.9 µM), without a hit: at the highest dose activation (GFP accumulation), hits mostly activators; active = well fitted activation curve with a large enough effect, not every such curve was filed as active; inconclusive = small, poorly fitted or top-dose-only effect, or another doubt; inactive = no such curve, though single readings can be large or run the other way; also: potency is read from the fitted curve at half-maximal effect
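Reporter cells (U2OS, ubiquitin-G76V-GFP fusion) are plated overnight, then treated 4 hr at 37 °C with compound titrations from 46 uM down to 2.9 nM. Activity is scaled against untreated cells and 10 uM MG-132.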
4-MU autofl = compounds fluorescent in 4-MU spectral region | 59,000 tested, 11% active | compound autofluorescence, 340/450 nm, 4-MU equivalents; active compounds read high | max dye-equivalent concentration, M; in the data active = max dye-equivalent concentration above about 10 nM; inconclusive = mostly about 1.1 nM to 9.6 nM
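Intrinsic fluorescence at 340/450 nm (ex/em) was read after 15 min at room temperature in pH 8.0, 100 mM Tris. Each compound concentration expressed as 4-MU-equivalent concentration from a six-point 4-MU standard series on each plate.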
Numbers without * were called inactive; i = inactive; ? = inconclusive; · = no result given; & = joins results of further samples; [ ] = remark or other dose. Unless noted, calls follow the shape of the dose curve; as a rule, active = well fitted curve in the direction sought with a large enough effect; inconclusive = small, poorly fitted or top-dose-only effect, or another doubt; inactive = no such curve, though single readings can be large; an effect the other way counts as inactive or inconclusive. A portion of the library (hit frequency here may not be typical).

mol | A350 autofl | BRCT PPI green | Caspase-1 inhib | BRCT PPI red | GFP derepression | Casp7 inh | Fluorescein fluor | HEK293 cAMP cs | USP2a inhib | UbGFP stabilizer | 4-MU autofl
CN1Cc2c(C(=O)OC(C)(C)C)ncn2-c2ccsc2C1=O | · | -3.0% | -1% | -0.1% | -1% | -1% | · | -11% | · | 3% | ·
Cc1nc2sc(-c3ccccc3)cc2c(=O)n1-n1cccc1 | ? | 0.5% | 0% | 1.4% | -3% | -6% | i | ? | 20% | -2% | i
CCOC(=O)c1ccc(N2C(=O)c3n[nH]c(C)c3C2c2ccccn2)cc1 (stereo not drawn) | · | 0.5% | -1% | -2.4% | -3% | 0% | · | -1% | · | 1% | ·
CCOc1cc(C2c3c(oc4cc(C)c(Cl)cc4c3=O)C(=O)N2Cc2ccco2)ccc1O (stereo not drawn) | 9e-08M* | -0.5% | -2% | 0.3% | 6% | 0% | i | 4% | 6% | -6% | 1e-07M*
c1ccc(N2CCN(Cc3ccsc3)CC2)nc1 | · | -0.9% | -2% | -0.2% | 2% | 1% | · | 8%[11.4 µM] | 2%[7.66 µM] | -3%[9.17 µM] | ·
COc1cc(C(=S)N2CCCCC2)ccc1OCC(=O)N1CCCC1 | i | 0.5% | -1% | -0.4% | 10% | 2% | i | 5% | -6% | -4% | i
CC(C)CC(c1nnnn1CC1CCCO1)N1CCN(C2CCCC2)CC1 (stereo not drawn) | ? | -0.9% | -2% | 0.5% | -4% | 1% | i | 28% | · | 0% | i
COc1ccc(-c2noc(CCC(=O)NCCCN3CCC(C)CC3)n2)cc1 | i | -1.4% | 1% | -0.2% | 0% | 0% | i | ? | 0% | -2% | i
Cn1c(=O)c2c(nc(Br)n2C)n(C)c1=O | i | -1.1% | 2% | -4.0% | 0% | -2% | ? | 9% | 4% | 13% | i
COC(=O)c1sccc1NC(=O)c1cc(C)on1 | ? | -2.0% | -3% | -0.2% | 3% | -1% | i | 9% | 4% | 9% | i
COc1ccccc1C(=O)N(Cc1cccs1)C1CCS(=O)(=O)C1 (stereo not drawn) | i | 0.9% | 0% | 1.0% | 2% | 1% | i | 2% | -3% | 1% | i
O=c1c2ccccc2c2ccccc2c(=O)n1CC1CCCO1 (stereo not drawn) | · | -1.3% | -2% | 0.5% | 0% | 1% | · | 12% | 1% | 1% | ·
Cn1c(-c2ccc3nc(N)sc3c2)nc2cc(N)ccc21 | 1.4e-08M* | 0.1% | -9% | -1.2% | -2% | -5% | i | -4% | 25% | -2% | 1.5e-08M*
COc1cccc(-c2ccc3ncnc(NCCNC(C)=O)c3c2)c1 | i | 0.1% | 0% | -0.5% | -3%[9.22 µM] | 0% | i | 2% | 112%[activator] | 3% | i
CCc1ccc(N(CC(=O)NC2CCCCC2)S(=O)(=O)c2c(C)noc2C)cc1 | · | -21% | -5% | -0.6% | · | -3% | · | 4% | · | -6% | ·
COc1ccc(S(=O)(=O)N2CCCC(C(=O)NCc3ccccn3)C2)cc1 (stereo not drawn) | i | -0.5% | 1% | 0.3% | 11% | 0% | ? | 1% | -4% | -2% | i
Cc1nnc(SCC(=O)N2CCN(Cc3ccccc3)CC2)s1 | i | -1.4% | 0% | -2.3% | 0% | -4% | i | 5% | 0% | 6% | i
Nc1nc2n(n1)C(c1ccccc1Cl)CC(c1ccc(F)cc1)N2 (stereo not drawn) | · | -1.4% | ? | -1.0% | · | -28% | · | 4% | · | -12% | ·
COc1ccc(N2C(=O)C3C4C=CC(C4)C3C2=O)nn1 (stereo not drawn) | i | -3.0% | 0% | 0.5% | 0% | 0% | i | 5% | -4% | -1% | i
O=c1cc(CSc2nnc(-c3ccco3)o2)c2ccccc2[nH]1 | i | -0.7% | -1% | -0.8% | 1% | -1% | i | ? | 0% | 1% | i
O=C(O)c1cccc(NC(=O)c2cccc(NC(=O)C3CCCO3)c2)c1 (stereo not drawn) | ? | -0.3% | -1% | -0.1% | 3% | -1% | i | 7% | 2% | 3% | i
CCOc1cc(C)c(Cl)cc1S(=O)(=O)NCC1CCCO1 (stereo not drawn) | i | 0.6% | -4% | -0.9% | 0% | -1% | i | 7% | 5% | 3% | i
O=C(O)c1cccn1Cc1ccccc1F | i | -0.8% | 0% | 1.8% | 2% | 0% | ? | 6% | -5% | -5% | i
O=C(O)[C@@H]1[C@@H](C(=O)O)[C@]23C[C@@]2(C(=O)O)[C@]2(C(=O)O)CCC3=C3CCCC312 | i | -4.4%[15.4 µM] | 0%[11.5 µM] | 1.1%[15.4 µM] | 6%[9.22 µM] | -2%[11.5 µM] | ? | -10%[11.4 µM] | · | -10%[9.17 µM] | i
CC(=O)Nc1ccc(S(=O)(=O)N(CC(=O)O)Cc2ccccc2)cc1 | · | -2.5% | 1% | -0.6% | 2% | 1% | · | 3% | -3% | -3% | ·
COC(=O)c1ccccc1NC(=O)CCNC(=O)Cn1cnc2ccccc2c1=O | i | -2.0% | -2% | -0.8% | 6% | 4% | i | 15% | 1% | -2% | i
CCOC(=O)N1CCN(Cc2ccccc2Cl)CC1 | i | -0.7% | 0% | -0.2% | 4% | 0% | i | 22% | 2% | 0% | i
CC1Cc2ccccc2N1C(=O)c1cnc2ccccn2c1=O (stereo not drawn) | · | -3.6% | -1% | -1.4% | · | 0% | · | 1% | · | · | ·
CCn1c(SCC(=O)Nc2nc3ccc(OC)cc3s2)nnc1-c1ccoc1C | ? | 0.2% | -1% | 1.1% | 3% | -1% | i | 14% | 11% | -2% | ?
CN1CCN(c2ccccc2NC(=O)c2ccc(-c3ccccc3)cc2)CC1 | i | -1.3% | -4% | -0.6% | 3% | -2% | i | -25% | 24% | -4% | i
O=C(NC1(C(F)(F)F)N=C2SCCN2C1=O)C1CCCCC1 (stereo not drawn) | i | -0.6% | 3% | 0.3% | 0% | -3% | i | -1% | -12% | 4% | i
C=CCn1c(Cc2cccs2)nnc1SCC(=O)Nc1cc(OC)cc(OC)c1 | i | -0.1% | 0% | -0.6% | 0% | -2% | ? | 17% | 17% | 6% | i
Cc1ccc2[nH]c(=O)c(N3CCOCC3)c(-c3ccccc3)c2c1 | 2.5e-08M* | -2.3% | -1% | -0.7% | -3% | -2% | i | 19% | 11% | 25% | 2.2e-08M*
Cc1cccc(NC2=NC3(CCCCC3)N=C(N)N2)c1C | · | 0.3% | 0% | -0.5% | 2% | 0% | · | 12% | -5% | -13% | ·
O=C(NC1(C(F)(F)F)NC(=O)N(C2CCCC2)C1=O)C1CC1 (stereo not drawn) | i | -0.8% | 1% | 0.4% | 0% | 0% | ? | 6% | 6% | 15% | i
CCC(C)Sc1nc2c(cnn2-c2ccccc2)c(=O)[nH]1 (stereo not drawn) | · | -1.6% | -3% | -0.8% | · | 2% | · | 3% | · | 15% | ·
O=C(Nc1ccc(S(=O)(=O)NC2CCCCC2)cc1)c1ccc(Br)o1 | i | 2.8% | -3% | 0.3% | 4% | -2% | i | -10% | 4% | -1% | i
Cn1c(C(=O)NCCN2CCOCC2)cc2c(=O)n(C)c3ccccc3c21 | · | 3.6% | 0% | -3.3% | · | -3% | · | -8% | · | 13% | ·
COc1ncc2nc(-c3ccccc3)c(=O)n(C3CC3)c2n1 | 1.4e-08M* | -1.9% | -13% | 0.2% | -5%[9.22 µM] | -23% | i | 7% | 20% | 4% | 1e-08M*
O=Nc1c(-c2c(O)[nH]c3ccccc23)[nH]c2ccccc12 | i | 1.5% | 4% | 2.6% | -1%&-1% | -3% | ? | -105%&-57%[inhibitor] | ? | 3%&0% | i
O=C1c2cccc3c(Cl)ccc(c23)C(=O)N1O | i | -3.1% | -1% | -2.4% | 1% | -20% | i | -55%[inhibitor] | 5% | -12% | i
CCCCNc1cc(=O)n(C)c(=O)[nH]1 | · | -1.6% | 0% | -0.3% | · | -2% | · | -5% | · | -15% | ·
C[C@@H]1CCc2cc(F)cc3c(=O)c(C(=O)O)cn1c23 | i | -1.1%[34.4 µM] | -2%[25.7 µM] | 0.3%[34.4 µM] | 12%[20.6 µM] | -1%[25.7 µM] | ? | 0%[25.6 µM] | -4%[17.1 µM] | 3%[20.5 µM] | i
O=C(CSc1nnc(CNc2ccc(Cl)cc2)o1)Nc1nc2c(s1)CCCC2 | i | 0.6% | -3% | -0.4% | -1% | -7% | i | -6% | 11% | -2% | i
Clc1ccc(SCCn2ccnc2)cc1 | · | -1.3% | -6% | 1.3% | 0% | -1% | · | ? | -5% | -10% | ·
CCN(CC)CCNC(=O)Cn1nc(-c2ccc(C)cc2)ccc1=O | i | 0.2% | 2% | -0.5% | 3% | 0% | ? | 5% | 3% | ? | i
COc1ccccc1CNC(=O)c1ccoc1C | i | -1.0% | 2% | 2.3% | 4% | -1% | i | 21% | 22% | 6% | i
COCCOC(=O)c1c(C)n(C)c2ccc(OC(=O)c3cccs3)cc12 | i | 1.3% | 1% | -0.7% | 5% | -4% | i | ? | 5% | 10% | i
COc1cccc(-c2nc(NC3CCNCC3)c3ccccc3n2)c1 | i | -0.6% | -3% | -6.0% | 6%[9.22 µM] | 0% | i | -33%[inhibitor] | 28% | 11% | i
Nc1nc(-c2ccccc2)cc(C(F)(F)F)n1 | ? | -0.2% | -1% | -2.6% | 7% | -1% | i | 20% | -12% | -4% | ?
